Assay outcomes: PubChem, several laboratories
E coli WT exp: blocks growth of wild type E. coli BW25113; 98,000 compounds, 0.15% hits; growth inhibition, % at 100 µM; OD600 absorbance; AID 710;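 active = growth inhibition above about 50% at one test dose, limit read from the data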;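 also: growth measured after 20 h incubation at 37 °C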
Fibroblast inh: blocks proliferation of human lung fibroblasts; LL 47 human lung fibroblast viability, ATP luminescence; hits give low values; 85,000 compounds, 1.1% hits; viability, % at 10 µM; AID 719;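 active = viability at or below 50% in the single dose screen; inactive = viability above 50%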;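 also: compound exposure lasted 72 h before the ATP readout; 100% = median luminescence of untreated cell-only wells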
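Material: human lung fibroblast line LL 47, low passage; Evaluation: viability percentage against median untreated-cell control; Buffer or medium: 15% FBS in IMEM; Incubation: 72 h compound exposure at 37 °C after overnight plating; Dosing: 0.1% DMSO in all compound wells; Measured by: CellTiter-Glo luminescence.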
PostGolgi ctrl: inhibits growth of the yeast control strain | efflux-deficient yeast background strain, growth absorbance A615, 16 h | inhibition, % at 10 µM | 98,000 compounds, 5% hits | AID 738
PostGolgi yeast: growth inhibition of a yeast mutant, post-Golgi transport screen. post-Golgi transport phenotypic cell assay. inhibition, % at 10 µM. 98,000 compounds, 0.9% hits. AID 739;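 also: yeast cells grown in 1536-well plates; yeast grown about 18 h at 30C before absorbance read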
S1P2 ag: agonists of human S1P2 receptor. O95136. S1P2-expressing cell line, agonist reporter read-out. activation, % at 4.5 µM. 97,000 compounds, 0.46% hits; in the data active = activation above about 16%;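 also: 0% = vehicle low control and 100% = maximal reference agonist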
Target sequence (O95136 whole entry, looked up): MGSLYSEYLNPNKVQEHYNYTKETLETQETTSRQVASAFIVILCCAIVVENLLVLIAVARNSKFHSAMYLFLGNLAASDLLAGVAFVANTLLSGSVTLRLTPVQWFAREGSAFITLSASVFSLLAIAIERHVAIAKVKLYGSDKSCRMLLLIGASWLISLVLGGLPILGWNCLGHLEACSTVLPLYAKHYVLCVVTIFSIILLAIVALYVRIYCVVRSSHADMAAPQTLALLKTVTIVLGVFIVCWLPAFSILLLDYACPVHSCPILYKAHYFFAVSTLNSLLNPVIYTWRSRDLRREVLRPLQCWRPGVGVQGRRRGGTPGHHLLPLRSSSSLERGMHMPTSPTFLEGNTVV
H69AR growth 86K: blocks growth of human H69AR lung tumor cells; 85,000 compounds, 6% hits; AID 598; viability, % at 10 µM; H69AR lung tumor viability, ATP luminescence, 72 h; hits give low values;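 active = viability at or below 40%; inactive = viability above 40%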;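 also: multidrug resistant small cell line overexpressing MRP-1 efflux transporter; 100% = mean luminescence of untreated control wells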
S1P2 antag: S1P2 (human) receptor antagonism; cell-based S1P2 antagonist assay, inhibition at 5 uM; inhibition, % at 5 µM; 97,000 compounds, 0.21% hits; in the data active = inhibition above about 45%;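 also: CRE beta-lactamase reporter cells expressing human S1P2 stimulated with S1P; 0% = agonist at EC80 alone and 100% = agonist plus reference antagonist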
HUVEC inhibit: blocks proliferation of human endothelial cells | HUVEC proliferation, CellTiter-Glo luminescence, 72 h; hits give low values | viability, % at 10 µM (by protocol) | 86,000 compounds, 1.1% hits;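 active = viability at or below 30%; inactive = viability above 30%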;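 also: 100% = median luminescence of DMSO-only cell control wells on each plate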
DAT uptake mod: changed human dopamine transporter uptake under cocaine IC80; Q01959; LLC-PK1 hDAT cells, [14C]-dopamine uptake with cocaine IC80; actives deviate in either direction; B-score at 10 µM; 110,000 compounds, 1.3% hits;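 active = Z score or B-score, a plate-position-corrected score, falls beyond the plate's 99.7% confidence bounds, in either direction; inactive = both scores lie inside the 99.7% bounds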;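 also: scored against the spread of the other compound wells on the same plate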
Target sequence (Q01959 whole entry, looked up): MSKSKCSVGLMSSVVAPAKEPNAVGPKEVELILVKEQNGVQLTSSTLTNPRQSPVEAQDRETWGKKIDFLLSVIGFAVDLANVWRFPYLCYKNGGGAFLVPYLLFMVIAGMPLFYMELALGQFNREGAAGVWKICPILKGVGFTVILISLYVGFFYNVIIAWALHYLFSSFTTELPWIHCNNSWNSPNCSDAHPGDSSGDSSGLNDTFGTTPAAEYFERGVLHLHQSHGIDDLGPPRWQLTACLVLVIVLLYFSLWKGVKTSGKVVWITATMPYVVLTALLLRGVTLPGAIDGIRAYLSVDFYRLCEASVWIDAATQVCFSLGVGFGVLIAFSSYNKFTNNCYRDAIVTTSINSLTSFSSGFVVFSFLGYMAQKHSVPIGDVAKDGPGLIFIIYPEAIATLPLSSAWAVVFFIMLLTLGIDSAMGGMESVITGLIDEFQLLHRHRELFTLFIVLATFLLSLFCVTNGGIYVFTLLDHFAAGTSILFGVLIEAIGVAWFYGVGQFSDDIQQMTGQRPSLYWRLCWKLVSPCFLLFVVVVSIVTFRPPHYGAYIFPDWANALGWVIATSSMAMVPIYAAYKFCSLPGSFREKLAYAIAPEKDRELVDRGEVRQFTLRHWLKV
The depositor's hits bear a star; · = not tested or not shown. Rule as the data show it, unless noted: active = inhibition above about 30%; inactive = the rest.

[1] CN(C)CCNC(CC(=O)Nc1ccc(Cl)c(Cl)c1)C(=O)O (configuration not stated)
[2] CN(C)CCCn1c(NCc2ccc3c(c2)OCO3)nc2ccccc21
[3] O=C(Nc1cccc2ccccc12)N1CCN(c2ccc(F)cc2)CC1
[4] CCOC(=O)c1ccc(COC(=O)CNC(=O)CNC(=O)c2ccc(OC)cc2)o1
[5] COc1ccc(-n2nnnc2SCC(=O)Nc2nnn(C)n2)cc1
[6] O=C1c2ccccc2C(Nc2ccc(F)cc2F)N1CCN1CCOCC1 (configuration not stated)
[7] CC(=O)OCC1OC(c2ccccc2)C(OC(C)=O)C(OC(C)=O)C1OC(C)=O (configuration not stated)
[8] Cn1c(CCNC(=O)C(C)(C)C)nc2ccccc21
compound no.	1	2	3	4	5	6	7	8
E coli WT exp	·	0	-2	-1	9	-4	-1	4
Fibroblast inh	102	99	99	97	99	98	107	107
PostGolgi ctrl	·	-9	8	0	0	4	-5	-1
PostGolgi yeast	·	2	11	-13	3	2	2	0
S1P2 ag	-3	-2	-3	1	-6	-3	2	-7
H69AR growth 86K	100	97	87	93	102	87	96	104
S1P2 antag	10	-24	-2	2	-2	3	-22	15
HUVEC inhibit	93	105	89	96	98	106	89	105
DAT uptake mod	·	-0.17	-1.1	0.014	-0.27	-0.12	-0.11	0.56

[9] Cn1c(SCC#N)nnc1-c1ccc2c(c1)OCO2
[10] COc1cc(S(=O)(=O)NCc2ccccc2)ccc1F
[11] Cc1ccc(-c2nn(C)c(=O)c3ccccc23)cc1CNC(=O)/C=C/c1ccccc1
[12] O=C(O)C1CCC(=O)N1Cc1ccc(F)cc1 (configuration not stated)
[13] Cc1c(N=C/C=C/c2ccccc2)cnn1C
[14] COc1ccc(C(c2nnnn2C(C)(C)C)N2CCN(c3nc4ccccc4s3)CC2)cc1 (configuration not stated)
[15] COc1ccc(OC)c(NC(=O)CSc2nnnn2-c2ccccc2F)c1
[16] CO/N=C/NC(=O)c1c(OC)ccnc1Oc1ccc(Cl)cc1
compound no.	9	10	11	12	13	14	15	16
E coli WT exp	·	9	-13	-4	8	-13	-1	2
Fibroblast inh	102	101	105	100	100	100	100	·
PostGolgi ctrl	·	13	15	2	-10	16	6	20
PostGolgi yeast	·	2	3	-1	24	0	1	-3
S1P2 ag	-5	0	-1	-3	-6	·	-5	-9
H69AR growth 86K	85	103	74	97	69	83	88	·
S1P2 antag	4	7	-7	-13	14	·	-10	11
HUVEC inhibit	100	106	98	93	93	96	94	·
DAT uptake mod	0.15	0.42	1.4	0.2	0.099	0.22	-0.2	0.36

[17] CCOC(=O)C1(S(=O)(=O)c2ccccc2)CCN(Cc2ccc(Cl)cc2)CC1
[18] Cc1cc(C)n(-c2nc3ccccc3[nH]c2=O)n1
[19] Cn1c(COc2ccccc2)nnc1SCC(=O)NCc1ccccc1
[20] Cc1ccc(C(=O)NNC(=O)C2CCN(c3nc(C)cc(C)n3)CC2)cc1
[21] N#C/C(C(=O)c1ccccc1)=C1/CCCN1
[22] CCCc1nc2oc3c(NCCN(C)C)ncnc3c2c2c1CCCC2
[23] CCCc1ccc(/C=C2\C(=O)c3ccccc3C(O)=C2C(=O)OCC)cc1
[24] Cc1noc(C)c1S(=O)(=O)N1CCCC(C(=O)Nc2nccs2)C1 (configuration not stated)
compound no.	17	18	19	20	21	22	23	24
E coli WT exp	-13	-8	0	1	7	7	0	3
Fibroblast inh	·	·	100	·	·	4.3*	·	105
PostGolgi ctrl	1	-6	3	0	7	-2	18	9
PostGolgi yeast	-9	6	1	4	-5	-1	-7	6
S1P2 ag	-1	1	0	-3	-7	0	-6	-2
H69AR growth 86K	·	·	98	·	·	8.9*	·	97
S1P2 antag	8	5	0	25	9	-7	18	0
HUVEC inhibit	·	·	92	·	·	39	·	108
DAT uptake mod	2.2	0.7	-0.15	-0.72	-1.1	-0.93	-1	0.019

The final 4 compounds of the part before come first, to join the parts.
[21] N#C/C(C(=O)c1ccccc1)=C1/CCCN1
[22] CCCc1nc2oc3c(NCCN(C)C)ncnc3c2c2c1CCCC2
[23] CCCc1ccc(/C=C2\C(=O)c3ccccc3C(O)=C2C(=O)OCC)cc1
[24] Cc1noc(C)c1S(=O)(=O)N1CCCC(C(=O)Nc2nccs2)C1 (configuration not stated)
[25] COC(=O)C1(c2ccccc2)NC(c2cccs2)C2C(=O)N(C)C(=O)C21 (configuration not stated)
[26] CCOc1ccc(Br)cc1/C=N/NC(=O)c1ccncc1
[27] O=C(O)CCN1C(=O)/C(=C\c2ccc(-c3nc4ccccc4s3)o2)SC1=S
[28] Cc1ccc(Cn2ccc(NC(=O)c3cc(-c4ccc(Cl)cc4)on3)n2)cc1
[29] CCN1C(=O)C2(C(C#N)=C(N)Oc3n[nH]c(C(C)C)c32)c2ccccc21 (configuration not stated)
[30] CCOC(=O)CSC1=NC(=O)CS1
[31] COC(=O)CCCC(=O)Nc1ccc(Cl)c(Cl)c1
[32] O=C(Nc1cccc(C(F)(F)F)c1)N1CCN(C(=O)Nc2cccc(C(F)(F)F)c2)CC1
compound no.	21	22	23	24	25	26	27	28	29	30	31	32
E coli WT exp	7	7	0	3	3	4	-12	-3	-5	-4	4	-2
Fibroblast inh	·	4.3*	·	105	95	·	·	·	89	92	94	·
PostGolgi ctrl	7	-2	18	9	19	0	5	11	-5	-2	15	-10
PostGolgi yeast	-5	-1	-7	6	-3	0	-10	10	-7	2	3	-7
S1P2 ag	-7	0	-6	-2	-2	-2	-2	-5	-7	-8	-4	-1
H69AR growth 86K	·	8.9*	·	97	71	·	·	·	83	104	88	·
S1P2 antag	9	-7	18	0	-10	-3	5	2	-6	29	-6	-3
HUVEC inhibit	·	39	·	108	89	·	·	·	81	107	89	·
DAT uptake mod	-1.1	-0.93	-1	0.019	0.1	0.92	-0.06	-0.078	-0.33	-0.79	0.79	·

[33] c1cncc(-c2csc(NCc3ccco3)n2)c1
[34] O=C1CN(C(=O)CCCc2c[nH]c3ccccc23)c2ccccc2N1
[35] O=C(c1cc(-n2cnnc2)ccc1Cl)N1CCN(c2nc(-c3ccccc3)cs2)CC1
[36] CCn1nc(C)c(NS(=O)(=O)c2ccccc2)c1C
[37] COc1ccc(Nc2ncc(C(=O)N3CCN(Cc4ccccc4)CC3)c3ccccc23)cc1
[38] COC(=O)CN(n1cnnc1)S(=O)(=O)c1ccc(C)cc1
[39] CC1=C(C)CC(C(=O)N2CCN(Cc3ccccc3)CC2)C(C(=O)O)C1 (configuration not stated)
[40] O=C(NCc1ccc(Cl)cc1)c1cnccn1
compound no.	33	34	35	36	37	38	39	40
E coli WT exp	14	10	-3	0	-2	15	-1	8
Fibroblast inh	92	94	79	105	78	99	104	103
PostGolgi ctrl	-2	-2	6	7	2	-3	5	11
PostGolgi yeast	2	4	3	3	8	2	10	2
S1P2 ag	-2	0	3	-2	-5	-3	-5	-7
H69AR growth 86K	99	86	85	69	62	83	94	98
S1P2 antag	-23	-18	-18	17	5	5	-12	10
HUVEC inhibit	102	85	79	102	52	102	106	96
DAT uptake mod	-0.047	-1.3	·	-0.085	3.5	-0.28	0.088	-2.8*

[41] CCOc1ccc(NS(=O)(=O)c2ccc(OCC(=O)N3CCCC3)cc2)cc1
[42] CCOC(=O)c1[nH]c2cc3c(cc2c1NC(=O)CN1CC(C)CC(C)C1)OCO3 (configuration not stated)
[43] Brc1ccc(Oc2ncc(CN3CCN(c4ccccc4)CC3)s2)cc1
[44] COCc1cc(C)nc(Nc2ccc(C)cc2C)c1C#N
[45] O=C(CCCN1CCOCC1)c1ccc2c(c1)OCCO2
[46] Cc1ccc(C)c(C(=O)CC2(O)C(=O)N(C)c3ccccc32)c1 (configuration not stated)
[47] CCOc1nc(N(C)C)nc(-n2nnc(C(C)=O)c2C)n1
[48] COc1ccc(C2NC(=O)c3ccccc3O2)c(OC)c1OC (configuration not stated)
compound no.	41	42	43	44	45	46	47	48
E coli WT exp	-4	2	-7	-4	1	1	0	6
Fibroblast inh	92	88	94	111	102	102	96	102
PostGolgi ctrl	6	7	4	0	7	5	2	11
PostGolgi yeast	-3	6	-5	3	16	7	6	-3
S1P2 ag	-3	-8	-3	-2	-13	-5	-5	-6
H69AR growth 86K	100	53	99	101	94	90	96	98
S1P2 antag	-2	16	-10	11	22	-13	10	6
HUVEC inhibit	77	90	100	98	99	98	100	93
DAT uptake mod	-0.37	0.16	-0.13	1.3	0.3	0.76	-0.39	-0.091

The closing 2 entries of the section before are carried over, then new ones follow:
[47] CCOc1nc(N(C)C)nc(-n2nnc(C(C)=O)c2C)n1
[48] COc1ccc(C2NC(=O)c3ccccc3O2)c(OC)c1OC (configuration not stated)
[49] Cc1ccc(C(=O)COC(=O)CCC(=O)NC2CCCCC2)cc1C
[50] Cc1nn(C)c(C)c1S(=O)(=O)N1CCc2ccccc21
[51] CC1CCC(NC(=O)C2CCN(c3cnccn3)CC2)CC1 (configuration not stated)
[52] Cc1cc(-c2ccccc2)nc(Oc2cccc(C(F)(F)F)c2)c1S(C)(=O)=O
[53] Cn1nc(CC(=O)NC2CCCCCC2)c2ccccc2c1=O
[54] CC(=O)CS(=O)(=O)c1ccc(Oc2ccc(S(=O)(=O)CC(C)=O)cc2)cc1
[55] CCOC(=O)C1CCN(C(c2cccc(F)c2)c2sc3nc(C)nn3c2O)CC1 (configuration not stated)
[56] Cc1nc2ccccc2n1C1CC(=O)N(N(C)C)C1=O (configuration not stated)
compound no.	47	48	49	50	51	52	53	54	55	56
E coli WT exp	0	6	0	5	0	-10	2	·	6	0
Fibroblast inh	96	102	95	102	99	97	98	99	97	106
PostGolgi ctrl	2	11	10	9	-4	27	5	·	37*	-4
PostGolgi yeast	6	-3	-8	-5	18	-4	4	·	5	15
S1P2 ag	-5	-6	-1	-6	-7	-7	-6	-4	·	-6
H69AR growth 86K	96	98	90	96	92	80	97	86	96	96
S1P2 antag	10	6	12	11	11	1	38	3	·	-10
HUVEC inhibit	100	93	89	93	99	95	109	104	98	101
DAT uptake mod	-0.39	-0.091	0.44	-0.75	-0.86	0.72	0.045	-0.11	-0.017	-0.44
